Mcl1-Bid inh: Mcl-1/Bid binding inhibitors, primary screen, biochemical, TR-FRET, 1536-well; Induced myeloid leukemia cell differentiation protein Mcl-1 (Homo sapiens), Q07820; TR-FRET Mcl-1/Bid-Dy647 peptide binding; inhibition, % at 21.7 µM; hit rate 0.97% among 220,000;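 active = compounds that cut the binding signal by more than half at the single screening dose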;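 also: His-tagged Mcl-1 with europium anti-His antibody binding Bid BH3 peptide; 0% = Mcl-1 plus peptide wells and 100% = peptide-only wells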
RGS7-Gao: RGS7-Galphao binding modulators, primary screen, biochemical, multiplexed bead flow cytometry; Guanine nucleotide-binding protein G(o) subunit alpha (Homo sapiens), P09471; actives lie on both sides; binding response (% of control), % at 10 µM; hit rate 0.35% among 220,000; AID 1439, 2008; in the data active = binding response below about 49% or above about 150%; inconclusive = no clear call, values can overlap the other calls; inactive = in between;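 also: fluorescent Galphao held in activated GDP-AlF4 state binding bead-coupled RGS7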
Pf gametocyte: late stage P. falciparum gametocyte viability inhibitors, primary screen, ATP luminescence, HTS. P. falciparum stage V gametocytes, 24 h. inhibition, % at 10.9 µM. hit rate 0.065% among 150,000;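 active = inhibition above the mean plus 3 SD of compounds within the control limits, set per campaign, cut at about 38% in these data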;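 also: 0% = DMSO wells and 100% = medium only without gametocytes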
GSH fluor: compound fluorescence on glutathione beads, profiling panel, artefact control, biophysical, 488/530 nm, flow cytometry | GSH beads flow cytometry, compound fluorescence 488/530 nm; active compounds read high | fluorescence (KMESF) at 10 µM | hit rate 0.25% among 190,000; in the data active = fluorescence above about 89;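 also: glutathione beads carrying GST-tagged Bcl family fusion proteins plus one bare bead set; values are compound well signal with DMSO vehicle wells as background; inactives centre near 16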
ABCG2 block: ABCG2 efflux pump inhibitors, primary screen, multiplex with ABCB1, IgMXP3 cells, flow cytometry; AID 1325, 2008; inhibition, % at 6.6 µM; JC-1 efflux; hit rate 0.1% among 190,000;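 active = inhibition above 80%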;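 also: 0% = DMSO and 100% = nicardipine control wells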
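Test system: ABCG2 IgMXP3 and barcoded ABCB1 CCRF-Adr cell mix; Schedule: cells with compound and JC-1, 10 min at 25 °C, rotating, no wash; Technique: flow cytometry of retained JC-1 fluorescence; Measure: % inhibition of efflux relative to nicardipine and DMSO; Controls: nicardipine high and DMSO low controls.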
Mcl1 Noxa PPI: Mcl-1/Noxa binding inhibitors, primary screen, biochemical, TR-FRET, 1536-well. hit rate 1.5% among 220,000. TR-FRET Mcl-1/Noxa peptide binding, 2 h. Induced myeloid leukemia cell differentiation protein Mcl-1 (Homo sapiens), Q07820. AID 1022, 2008. inhibition, % at 21.7 µM;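 active = compounds that cut the protein-peptide binding signal by more than 50% relative to plate controls in a single-dose test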;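 also: His-tagged Mcl-1 with rhodamine Noxa BH3 peptide and terbium anti-His antibody; 0% = Mcl-1 plus Noxa peptide wells and 100% = peptide-only wells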
Bim-Mcl-1: inhibitors of Bim peptide binding to Mcl-1, primary screen, biochemical, bead-based flow cytometry, multiplex; Induced myeloid leukemia cell differentiation protein Mcl-1 (Homo sapiens), Q07820; Bim peptide-Mcl-1 binding; inhibition, % at 10 µM; hit rate 0.1% among 190,000; AID 1009, 2008; in the data active = inhibition above about 40%;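 also: 0% = no compound tracer wells and 100% = peptide blocker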
Avidin bead fluor: green autofluorescence of compounds with avidin beads – biophysical, 488/530 nm, flow cytometry, artefact control, profiling panel; compound fluorescence 488/530 nm; active compounds read high; fluorescence (KMESF) at 10 µM; hit rate 0.38% among 220,000; AID 1775, 2009; in the data active = fluorescence above about 47; also: inactives centre near 10
RGS4-Gao reg: modulators of RGS4 binding to Galphao, primary screen, biochemical, multiplexed bead flow cytometry. Guanine nucleotide-binding protein G(o) subunit alpha (Homo sapiens), P09471. actives lie on both sides. binding response (% of control), % at 10 µM. hit rate 0.33% among 220,000. AID 1415, 2008; in the data active = binding response below about 49% or above about 150%; inactive = in between;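 also: fluorescent Galphao activated with aluminum fluoride binding bead-coupled RGS4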
RGS8-Gao: RGS8-Galphao binding modulators, primary screen, biochemical, multiplexed bead flow cytometry; hit rate 0.34% among 220,000; Guanine nucleotide-binding protein G(o) subunit alpha (Homo sapiens), P09471; actives lie on both sides; response (percent of control binding), % at 10 µM; in the data active = response below about 60% or above about 140%; inactive = in between;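 also: Galphao activated as the GDP aluminium fluoride complex binding bead-coupled RGS8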
ABCB1 inh: ABCB1 efflux pump inhibitors, primary screen, cell-based, multiplex, flow cytometry, ABCG2 counter-screen; CCRF-Adr cells, JC-1 efflux; AID 1326, 2008; hit rate 0.067% among 190,000; inhibition, % at 6.6 µM; ATP-dependent translocase ABCB1 (Homo sapiens), P08183; in the data active = inhibition above about 40%;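 also: 0% = vehicle and 100% = reference inhibitor; higher value means more JC-1 retained so stronger ABCB1 efflux block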
Active calls of the source: *; ? = inconclusive; . = no result given. Compounds were not picked by outcome. Share with any hit: about 3.3%.

Preview:
The line under a structure holds: Mcl1-Bid inh	RGS7-Gao	Pf gametocyte	GSH fluor	ABCG2 block	Mcl1 Noxa PPI	Bim-Mcl-1	Avidin bead fluor	RGS4-Gao reg	RGS8-Gao	ABCB1 inh
1. CCn1c(SCC(=O)Nc2ccc3c(c2)OCCO3)nnc1-c1c[nH]c2ccccc12
  0	106	.	19	4	23	-2	6	102	102	1.6
2. Cc1cc(N(CCO)CCO)ccc1C(c1ccc(N(CCO)CCO)cc1C)c1ccccc1Cl
  57*	103	.	20	-6	101*	1	17	103	101	-0.7
3. CC1(C)CC(=O)C(C=Nc2ccc(O)cc2)=C(O)C1
  -11	98	.	23	9	8	0	10	100	102	2.2
4. O=C(CSCc1ccccc1Cl)N/N=C/c1ccco1
  -27	106	-9	17	9	6	0	10	101	102	0.2
5. CCn1c(SCc2nc3ccccc3[nH]2)nnc1-c1cccs1
  -25	102	.	26	38	-6	-3	24	100	100	1.7
6. COc1ccc(OC)c2sc(Cl)nc12
  -11	94	10	11	6	8	3	3	96	99	0.9
7. COCCNC(=O)CCSc1nc(-c2ccc(OC)cc2)cc(C(F)(F)F)n1
  2	99	.	20	3	3	5	7	101	97	0.8
8. Cc1ccccc1/C=N/Nc1ncnc2nc[nH]c12
  -4	?	0	.	.	-5	.	8	94	99	.

Results, from the first entry:
The line under a structure holds: Mcl1-Bid inh	RGS7-Gao	Pf gametocyte	GSH fluor	ABCG2 block	Mcl1 Noxa PPI	Bim-Mcl-1	Avidin bead fluor	RGS4-Gao reg	RGS8-Gao	ABCB1 inh
1. CCn1c(SCC(=O)Nc2ccc3c(c2)OCCO3)nnc1-c1c[nH]c2ccccc12
  0	106	.	19	4	23	-2	6	102	102	1.6
2. Cc1cc(N(CCO)CCO)ccc1C(c1ccc(N(CCO)CCO)cc1C)c1ccccc1Cl
  57*	103	.	20	-6	101*	1	17	103	101	-0.7
3. CC1(C)CC(=O)C(C=Nc2ccc(O)cc2)=C(O)C1
  -11	98	.	23	9	8	0	10	100	102	2.2
4. O=C(CSCc1ccccc1Cl)N/N=C/c1ccco1
  -27	106	-9	17	9	6	0	10	101	102	0.2
5. CCn1c(SCc2nc3ccccc3[nH]2)nnc1-c1cccs1
  -25	102	.	26	38	-6	-3	24	100	100	1.7
6. COc1ccc(OC)c2sc(Cl)nc12
  -11	94	10	11	6	8	3	3	96	99	0.9
7. COCCNC(=O)CCSc1nc(-c2ccc(OC)cc2)cc(C(F)(F)F)n1
  2	99	.	20	3	3	5	7	101	97	0.8
8. Cc1ccccc1/C=N/Nc1ncnc2nc[nH]c12
  -4	?	0	.	.	-5	.	8	94	99	.
9. CN(C)CCCNc1c(C(=O)O)cnc2c1cnn2C
  -26	92	.	13	1	5	0	31	93	99	0.3
10. CC1=CCC2C(=O)N(Cc3ccccc3)C(=O)C2C1 (centres undefined)
  -3	101	.	25	4	3	-1	34	103	102	0.1
11. COc1ccc(CCC(=O)NCc2cn3ccc(C)cc3n2)cc1
  -28	96	.	18	1	-26	0	6	99	97	-0.1
12. COC(=O)CSc1nc(NC(C)C)nc(N2CCOCC2)n1
  -3	100	15	34	16	5	-4	14	97	98	1.9
13. CCOc1ccc(NC(=O)C2CCC(CNc3c(N4CCOCC4)c(=O)c3=O)CC2)cc1 (centres undefined)
  -28	104	.	26	-1	-4	0	7	101	103	0.2
14. Cc1cccc(-n2nnc(C(=O)NCc3ccccc3)c2N)c1
  -2	102	.	14	0	1	-1	26	100	102	0.0
15. Cc1cccc(C)c1NC(=O)c1sc(N)nc1-c1ccccc1
  -21	94	-1	13	-2	-3	0	20	96	95	-0.5

(cont.)
The line under a structure holds: Mcl1-Bid inh	RGS7-Gao	Pf gametocyte	GSH fluor	ABCG2 block	Mcl1 Noxa PPI	Bim-Mcl-1	Avidin bead fluor	RGS4-Gao reg	RGS8-Gao	ABCB1 inh
16. CCCCCCNC(=O)N[C@@H](C(=O)NCCC[C@H]1CN2C(=NC[C@@H]2Cc2ccccc2)N1CCc1cccc(OC)c1)C(C)C
  -53	?	.	.	.	11	.	6	100	78	.
17. O=C1CCCN1CCC1CCN(C2CC(=O)N(Cc3ccc(N4CCCC4=O)cc3)C2=O)CC1 (centres undefined)
  -12	99	-62	21	1	26	2	7	99	99	0.2
18. O=C(/C(=N/O)n1cncn1)c1ccccc1Cl
  -11	?	27	.	.	-10	.	7	100	100	.
19. Cc1ccc(Nc2ncnc3ccccc23)cc1
  -2	105	17	10	7	23	3	13	102	103	0.3
20. CCOc1ccc(S(=O)(=O)NCCOC)cc1C
  -19	95	-1	12	1	2	-2	6	95	97	0.3
21. Cc1cc([N+](=O)[O-])nn1CC(=O)NNC(=S)Nc1ccc(F)cc1
  -110	96	.	13	0	-15	-4	29	90	94	0.2
22. CCSc1cc(N2CCCC2)nc(-c2cccc(C)c2)n1
  -1	103	4	8	1	11	-6	5	102	106	-0.3
23. Cc1cc2ncn(C(=O)c3c(-c4ccccc4Cl)noc3C)c2cc1C
  -21	98	.	23	15	7	0	11	100	100	2.4
24. CC(C)(C)c1ccc(C(=O)N2CCC(C(=O)NCC3CCCO3)CC2)cc1 (centres undefined)
  -8	97	-35	22	2	2	0	12	96	94	0.3
25. Cc1cccc(-n2ccnc2SCC(=O)Nc2ccc3c(c2)OCCO3)c1
  12	97	4	27	7	-6	-2	13	99	101	0.3
26. CNC(=S)NNC(=O)c1sccc1C
  -12	98	-7	20	-1	20	-5	8	100	104	-0.4
27. C/C(=N\Nc1ccc([N+](=O)[O-])cc1[N+](=O)[O-])c1ccc(-n2nncc2C(C)(C)C)cc1
  9	102	-10	19	4	5	-4	12	100	101	0.6
28. O=C(COC(=O)COc1ccc2ccccc2c1)NC1CCCc2ccccc21 (centres undefined)
  -13	102	6	14	4	7	-10	11	100	104	0.3
29. CCOC(=O)C1CCCCN1Cc1cn[nH]c1-c1ccc(F)cc1F (centres undefined)
  -15	101	11	20	0	-1	-4	6	102	100	0.4
30. O=C(CSc1ncnc2sc3c(c12)CCCCC3)NCc1ccco1
  11	98	-9	17	2	26	2	22	99	99	0.4

(further entries)
The line under a structure holds: Mcl1-Bid inh	RGS7-Gao	Pf gametocyte	GSH fluor	ABCG2 block	Mcl1 Noxa PPI	Bim-Mcl-1	Avidin bead fluor	RGS4-Gao reg	RGS8-Gao	ABCB1 inh
31. Cc1c(N/C(=N/S(=O)(=O)c2cc([N+](=O)[O-])ccc2Cl)c2ccccc2)c(=O)n(-c2ccccc2)n1C
  3	101	.	14	3	9	-1	6	100	102	-0.2
32. CCOC(=O)C1(CCOC)CCN(C2C3CC4CC(C3)CC2C4)CC1 (centres undefined)
  -20	107	-3	13	2	1	-4	6	103	103	-0.5
33. CC(=O)Oc1ccccc1N1C(=O)c2ccc(C(=O)O)cc2C1=O
  4	94	-8	45	2	12	-3	3	96	91	1.8
34. O=C(CNS(=O)(=O)c1cccc2nsnc12)NC1CCCCC1
  -12	103	.	34	0	15	-3	1	100	94	0.1
35. CN(C)c1nc(Nc2ccc(Cl)cc2)nc(OCC#N)n1
  -26	99	6	16	1	-7	0	8	101	99	0.1
36. C=CCn1cc(C(=O)OC)c(=O)c2cc(S(=O)(=O)N(CC)CC)ccc21
  35	102	4	20	0	37	2	5	102	100	0.0
37. Cc1cc(OCCCCCn2ccnc2)cc(C)c1Cl
  19	107	16	22	2	-2	0	7	101	101	0.6
38. COc1cc(/C=C/C(=O)N2CCN(c3n[nH]c(=O)[nH]c3=O)CC2)cc(OC)c1OC
  -27	100	-22	10	1	12	1	6	98	100	0.3
39. CC(C)(C)c1cc(CCC(=O)NN)cc(C(C)(C)C)c1O
  -3	101	7	20	1	-2	-5	10	103	100	0.4
40. COC(=O)CCCC1=CC2=CC(=O)C(C)(OC(=O)c3cccs3)C(=O)C2=CN1C1CC1 (centres undefined)
  -122	?	11	.	.	-4	.	8	97	100	.
41. CCN(CC)CCN(C(=O)c1ccccc1OC)c1nc2ccc(F)cc2s1
  2	100	-18	25	2	26	0	10	98	99	1.9
42. CCCc1cc(=O)[nH]c(SCCOc2ccc(Cl)cc2)n1
  16	96	.	28	0	6	-2	5	104	103	-2.1
43. Cc1ccc(CCNC(=O)C2CCCN(S(=O)(=O)c3cnc[nH]3)C2)cc1 (centres undefined)
  -24	100	.	22	1	13	1	7	96	101	0.3
44. CNC(=O)C12N=CNN=C1N(C)C(=O)N2C (centres undefined)
  1	107	-22	10	0	4	0	16	100	98	0.2
45. FC(F)(F)c1nc2ccccc2n2c(-c3ccc(Cl)cc3Cl)nnc12
  10	102	-27	16	5	22	0	34	106	100	1.1

#46 COc1ccc(-n2c(CNc3ccc(C)cc3)nnc2SCC(=O)Nc2nc(-c3ccccc3)cs2)cc1
#47 Cc1ccccc1C(=O)N1CCN(c2ncnc3c2cnn3-c2ccccc2)CC1
#48 CCC1C(=O)c2ccccc2N(C)C1=O (centres undefined)
#49 CS(=O)(=O)N1CCCC(C(=O)NCc2ccc(F)cc2Cl)C1 (centres undefined)
#50 CCOC(=O)c1c(C)[nH]c(=S)c(C#N)c1-c1ccc(Cl)cc1

Assay by compound | 46 | 47 | 48 | 49 | 50
Mcl1-Bid inh | -52 | -10 | -12 | -1 | -49
RGS7-Gao | 101 | 100 | 100 | 98 | 93
Pf gametocyte | 12 | -31 | -6 | . | 10
GSH fluor | 14 | 25 | 9 | 16 | 13
ABCG2 block | -1 | 7 | 3 | 0 | -5
Mcl1 Noxa PPI | 0 | 10 | 4 | 10 | -18
Bim-Mcl-1 | 1 | -4 | 0 | -1 | -5
Avidin bead fluor | 11 | 13 | 6 | 37 | 12
RGS4-Gao reg | 98 | 100 | 101 | 99 | 64
RGS8-Gao | 100 | 100 | 108 | 101 | 102
ABCB1 inh | -0.4 | 1.7 | -0.4 | 0.0 | -0.6
